Artemis inh: blocks endonuclease activity of human Artemis; Q96SD1; recombinant Artemis, quenched FAM hairpin cleavage fluorescence; inhibition, % at 10 µM; 30,000 compounds, 0.78% hits; AID 686954;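 active = at 10 µM dose, at least 30% inhibition, measured as corrected fluorescence normalized to stimulator and neutral control wells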
Target sequence (Q96SD1 whole entry, looked up): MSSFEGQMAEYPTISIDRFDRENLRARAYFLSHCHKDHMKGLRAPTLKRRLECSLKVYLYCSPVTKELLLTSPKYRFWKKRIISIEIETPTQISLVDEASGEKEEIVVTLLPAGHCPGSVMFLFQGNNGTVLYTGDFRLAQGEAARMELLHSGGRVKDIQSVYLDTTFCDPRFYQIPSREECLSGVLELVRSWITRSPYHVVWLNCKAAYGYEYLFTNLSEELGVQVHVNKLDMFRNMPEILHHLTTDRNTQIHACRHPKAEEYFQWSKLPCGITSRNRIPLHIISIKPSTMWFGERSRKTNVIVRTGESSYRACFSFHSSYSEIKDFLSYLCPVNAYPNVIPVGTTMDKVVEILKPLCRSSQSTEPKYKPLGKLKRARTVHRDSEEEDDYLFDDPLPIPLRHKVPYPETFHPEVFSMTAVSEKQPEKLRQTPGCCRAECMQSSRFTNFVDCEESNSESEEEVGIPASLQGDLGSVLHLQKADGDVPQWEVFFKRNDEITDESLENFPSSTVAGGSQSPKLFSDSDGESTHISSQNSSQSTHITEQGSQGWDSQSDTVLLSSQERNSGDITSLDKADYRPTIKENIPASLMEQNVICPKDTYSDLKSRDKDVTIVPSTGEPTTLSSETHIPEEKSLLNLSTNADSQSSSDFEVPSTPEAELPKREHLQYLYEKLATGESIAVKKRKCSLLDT
Active calls of the source: *.

SMILES | Artemis inh
CSc1nc2ccccc2n1Cc1cccc(F)c1 | -1
CCOC(=O)c1cccc(NC(=O)CSc2nnc(-c3ccoc3C)n2CC)c1 | -4
CC(C)(C)c1ccc(OCC(O)CNC(=O)c2ccccc2C(=O)O)cc1 (centres undefined) | -4
C=CCN(CC=C)S(=O)(=O)c1ccc(NC(=S)NC(=O)c2ccco2)cc1 | 3
CCOC(=O)CNC(=O)CCCCCC(=O)NCC(=O)OCC | 4
O=C(O/N=C\c1ccc(N2CCCCC2)c([N+](=O)[O-])c1)c1ccc(Cl)cc1Cl | 11
Cc1ccc2nc(/C(C#N)=C\c3ccc(N4CCOCC4)o3)[nH]c2c1 | -51
Clc1ccccc1CSc1nnc(Cn2cnc3ccccc32)n1-c1ccccc1 | -6
CC(C)(C)n1ncc2c(=O)n(CC(=O)NCc3ccccc3Cl)cnc21 | 3
CC1(C)CC(=O)c2sc(N3CCCCC3)nc2C1 | -3
COc1ccc(N(CC(=O)Nc2cc(C)on2)S(=O)(=O)c2ccc(Cl)cc2)cc1 | -7
C=CCN=C(NC#N)SCc1ccccc1 | -2
COc1ccc(N2CCN(C3CC(=O)N(Cc4ccc(N5CCCC5=O)cc4)C3=O)CC2)cc1 (centres undefined) | 9
O/N=C/c1ccccc1Oc1ccccc1 | -10
CNC(=O)c1ccc(-c2ccccc2)s1 | -7
Cn1c(SCC(=O)N2CCc3ccccc32)nc2cccnc21 | 0
CCOC(=O)c1[nH]c2ccc(C)cc2c1NC(=O)CN1CCCCC1 | -8
CCn1c(N)c(C(=O)Nc2ccccc2C(=O)OC)sc1=S | -1
O=S(=O)(Nc1ccc(Oc2ncccn2)c(Cl)c1)c1ccc(F)cc1 | -5
O=c1oc2ccccc2n1CCCCCn1c(=O)oc2ccccc21 | -2
CCOC(=O)c1cc(S(=O)(=O)N2CCN(C(=O)OCC)CC2)cn1C | 2
Cc1noc(C)c1CSc1nc2ccccc2c(=O)n1-c1ccccc1 | 0
Cc1ccc(NC(=O)c2nc[nH]c2C(=O)N2CCCCC2)c(C(=O)c2ccccc2)c1 | 5
O=[N+]([O-])c1cccc(/C=N/Nc2cc(Cl)nc(-c3ccccc3)n2)c1 | 10
Cc1sc(NC(=O)C2CCCCC2C(=O)O)c(C(N)=O)c1-c1ccc(C(C)C)cc1 (centres undefined) | 27
O=C(Cn1cnc2c(cnn2-c2ccc(F)cc2)c1=O)NCc1ccco1 | 3
COC(=O)c1ccc(CSc2ncnc3c2nnn3-c2ccc(F)cc2)o1 | 8
COC(=O)c1cc(-c2cccc(OC)c2)on1 | -7
CCC(C)[C@H](Nc1nc(-c2ccccc2)nc2c1oc1ccccc12)C(=O)O (some centres undefined) | 22
CC(=O)c1cccc(NC(=O)CN(c2cccc(F)c2)S(C)(=O)=O)c1 | 0
CC(C)(C)NC(=O)NC(=O)COC(=O)CNC(=O)c1cccc(F)c1 | -5
O=C(NC1CCCc2ccccc21)c1ccc(Cl)nc1 (centres undefined) | -15
CCc1n[nH]c2c1/C(=N\O)CC(c1ccccc1)C2 (centres undefined) | -6
O=C1C=C(c2ccccc2)C(=O)N1Nc1ccccc1 | 1
COc1ccc(C(=O)OC(COc2ccccc2)Cn2ccnc2)cc1 (centres undefined) | 7
CCCCC1CC(/C(C)=N/NC(N)=O)OC1=O (centres undefined) | -4
COc1ccc(O)c(C(=O)/C=C/c2cc3ccccc3o2)c1 | 14
CC(=O)c1cc(C#N)c(Oc2ccc(F)cc2)nc1C | -2
Fc1ccc(C2=Nn3c(nnc3-c3n[nH]c4c3CCC4)SC2)cc1 | 5
COC(=O)c1ccccc1OCc1cccc(C)n1 | -7
O=C(Nc1ccc(Cl)cn1)c1cccnc1 | -9
CCC(C)(C)C(=O)Nc1ccc(C(N)=O)cc1 | -10
CC1(C)Nc2ccccc2N(CCC(=O)N2CCOCC2)C1=O | -9
COc1ccc(C(c2nnnn2CS(=O)(=O)c2ccc(C)cc2)N2CCN(Cc3ccccc3)CC2)cc1 (centres undefined) | 6
COC(=O)COc1ccc2c(-c3ccc(OC)cc3)cc(=O)oc2c1 | 0
CC(C)n1c(SCc2ccc(Cl)cc2)nc2c1c(=O)[nH]c(=O)n2C | 5
COc1ccccc1OCC(=O)Nc1ccc(O)cc1C(=O)O | -8
CCOP(=O)(OCC)C(NCc1ccccc1)c1ccc(Br)cc1 (centres undefined) | 1
CCCCCOC(=O)C(C)c1c(C)[nH]c(=S)[nH]c1=O (centres undefined) | -3
O=C(NC1CCCC1)C1=COCCO1 | -3
COC(=O)C1=C(C)NC2=C(C(=O)CC(C)(C)C2)C1c1ccsc1 (centres undefined) | -13
O=C(/C=C/c1ccc(Cl)cc1Cl)c1cccnc1 | 2
CCOC(=O)C1CCN(S(=O)(=O)c2ccc(OCC)cc2)CC1 | 6
CCOCCCNc1nc2c([nH]1)c(=O)n(C)c(=O)n2C | -1
CCSc1nc2c(c(=O)[nH]1)C(c1cccnc1)C(C(=O)OC)=C(C)N2 (centres undefined) | -2
CCc1cccc(C)c1NC(=O)CSc1ncn[nH]1 | -1
CCC(C)(C)c1nnc(NC(=O)c2ccc([N+](=O)[O-])cc2)s1 | -4
CCN(CCNC(=O)C1CC(=O)N(CCc2ccccc2)C1)c1ccccc1 (centres undefined) | -1
CCOC(=O)C1CCN(C(=O)CSCc2nc(-c3ccc(OCC)cc3)oc2C)CC1 | 5
CN1CCCC(OC(=O)c2cc(Br)ccc2Cl)C1 (centres undefined) | 4

Of the compounds above, 10 have an NH in an aromatic ring.
SMILES | Artemis inh
Cc1ccc2nc(/C(C#N)=C\c3ccc(N4CCOCC4)o3)[nH]c2c1 | -51
CCOC(=O)c1[nH]c2ccc(C)cc2c1NC(=O)CN1CCCCC1 | -8
Cc1ccc(NC(=O)c2nc[nH]c2C(=O)N2CCCCC2)c(C(=O)c2ccccc2)c1 | 5
CCc1n[nH]c2c1/C(=N\O)CC(c1ccccc1)C2 (centres undefined) | -6
Fc1ccc(C2=Nn3c(nnc3-c3n[nH]c4c3CCC4)SC2)cc1 | 5
CC(C)n1c(SCc2ccc(Cl)cc2)nc2c1c(=O)[nH]c(=O)n2C | 5
CCCCCOC(=O)C(C)c1c(C)[nH]c(=S)[nH]c1=O (centres undefined) | -3
CCOCCCNc1nc2c([nH]1)c(=O)n(C)c(=O)n2C | -1
CCSc1nc2c(c(=O)[nH]1)C(c1cccnc1)C(C(=O)OC)=C(C)N2 (centres undefined) | -2
CCc1cccc(C)c1NC(=O)CSc1ncn[nH]1 | -1

(further entries)
SMILES | Artemis inh
CCOc1ccccc1N1CCN(C(=O)c2cccc(-c3ccc(O)cc3)c2)CC1 | -1
Cc1ccc(NC(=O)CN(c2ccccc2F)S(C)(=O)=O)cc1 | 0
C=CCSc1nnc2nc3[nH]c4c(C)cccc4c3nn12 | 4
CC1CCCCC12NC(=O)N(CC(=O)NC(=O)Nc1ccc3c(c1)OCCO3)C2=O (centres undefined) | 10
Cc1ccc(-c2noc(CCC(=O)Nc3cc(C)ccn3)n2)cc1 | 9
CCn1c(Cc2ccccc2)nnc1SCC(=O)Nc1ccc2c(c1)OCO2 | -3
O=C(COc1cccc2ccccc12)NNC(=O)c1cccs1 | 4
N#CC1=C(SCc2ccc(C#N)cc2)N=C(N)C(c2nc(-c3ccccc3)cs2)C12CCCCC2 (centres undefined) | 3
OC1CCN(C(=S)NCCc2ccccc2)CC1 | -2
CCCCc1ccc(-c2nc(-c3ccncc3)no2)cc1 | 7
O=C(COc1cccc2ccccc12)Nc1nc2ccccc2[nH]1 | 3
COC(=O)c1ccc(NS(=O)(=O)c2cc(C)ccc2OC)cc1 | -5
O=C(Nc1cccnc1)c1cccc(NC(=O)c2ccco2)c1 | -6
O=C(COC(=O)Cn1c(C(F)(F)F)nc2ccccc21)Nc1ccc2c(c1)OCCO2 | -8
COC(=O)C(C(=O)Nc1ccc(OC)cc1)C1CCCCCC1 (centres undefined) | -5
Cc1ccc(NC(=O)c2cn(-c3cccc(C)n3)cn2)cc1 | -4
CC(C)Cn1c(N)c(C(=O)COC(=O)c2ccncc2)c(=O)n(C)c1=O | 2
Cc1cc(C)n(CC(=O)NCc2cc(-c3nn(C)c(=O)c4ccccc34)ccc2C)n1 | -2
O=c1nc(N2CCCCC2)nc2n1CCO2 | -4
CCOC(=O)N1CCN(C(=O)c2cc(-n3cnnc3)ccc2Cl)CC1 | -5
O=C(NC1CC1)c1ccc(F)cc1Cl | -3
O=C(Nc1ccccc1)N(CCCN1CCOCC1)Cc1cc2cc3c(cc2[nH]c1=O)OCCO3 | -2
Cc1ccc(S(=O)(=O)N[C@@H](C)C(=O)N2CCC(C(=O)N3CCC[C@H]3C(=O)O)CC2)cc1 | 0
CC(/C=N/NC(=O)c1cc(-c2ccc(Cl)cc2)nc2ccccc12)=C\c1ccco1 | -3
COc1cccc(C(=O)N2CCN(c3ncccn3)CC2)c1 | -2
CC(O)(C#CCN1CCOCC1)c1ccccc1 (centres undefined) | 3
CCCCCCOc1ccc(C(CC(=O)O)C(N)=O)cc1 (centres undefined) | -6
O=C(C[n+]1cccc(NC(=O)c2ccccc2)c1)c1ccc(NC(=O)c2ccccc2)cc1 | 6
Cc1ccc(NC(=O)CSc2nnc(-c3cccnc3)n2-c2ccc(C)cc2)cc1 | -6
FC(F)(F)c1nnc2ccc(N3CCCCCC3)nn12 | -8
O=C(COc1ccccc1Cl)Nc1cnn(Cc2ccccc2)c1 | 1
O=C(NOC(=O)c1cc(Br)ccc1Cl)c1cccs1 | 5
COc1ccccc1OCCOc1ccc(/C=N/n2cnnc2)cc1 | 9
COc1cccc(Cn2c(Oc3cccc(C)c3)nc3c2c(=O)n(C)c(=O)n3C)c1 | 11
CCN(CC)CC(=O)Nc1ccc(C)cc1Br | -2
Cc1csc(NC(=O)C2CCCN(S(=O)(=O)c3ccc(Br)s3)C2)n1 (centres undefined) | 4
O=C(NCc1ccco1)C(c1ccccc1)N(C(=O)Cc1cccs1)c1ccccc1 (centres undefined) | 2
O=C(CSc1ncn[nH]1)Nc1ccccc1Sc1ccc(Cl)cc1 | -1
NC(=O)C1CCN(C2CC(=O)N(c3ccc(F)c(Cl)c3)C2=O)CC1 (centres undefined) | 3
CC(=O)Oc1ccc2oc(=O)c3c(c2c1)CCCN3C(=O)CN1CCN(c2ncccn2)CC1 | 2

Random excerpt: three compounds from above.
SMILES | Artemis inh
CC(C)Cn1c(N)c(C(=O)COC(=O)c2ccncc2)c(=O)n(C)c1=O | 2
COc1ccc(O)c(C(=O)/C=C/c2cc3ccccc3o2)c1 | 14
Cc1ccc(NC(=O)c2nc[nH]c2C(=O)N2CCCCC2)c(C(=O)c2ccccc2)c1 | 5

Going on with the list.
SMILES | Artemis inh
N#Cc1c(-c2cccs2)cc(-c2ccccn2)nc1N | 11
CCOC(=O)C1=C(O)C(=O)N(c2ccc(S(N)(=O)=O)cc2)C1c1ccccc1 (centres undefined) | -4
CC1CN(C(=O)CCN2C(=O)c3ccccc3C2=O)CC(C)O1 (centres undefined) | -2
COc1ccc(CCNC(=O)CSc2ncnc3c2oc2ccccc23)cc1OC | -8
COc1ccc(S(=O)(=O)N2CCN(CC(=O)Nc3cccc(F)c3)CC2)cc1 | -3
Cc1ccc(-n2[nH]c(C)c(C=Nc3ccc4[nH]c(=O)[nH]c4c3)c2=O)cc1C | 8
O=C(Nc1ccc(-c2nnc(-c3ccco3)o2)cc1)C(c1ccccc1)c1ccccc1 | 3
NS(=O)(=O)c1cccnc1Nc1c(Cl)cccc1Cl | -5
CCN(CC)C(=O)CSc1nc2ccccc2c(=O)n1CC | -5
CCN1CCCC1CN(Cc1cc2c(C)cc(C)cc2[nH]c1=O)C(=O)NC1CCCCC1 (centres undefined) | 8
CN1CCN(c2ccc([N+](=O)[O-])c(-n3nc(-c4ccccc4)c4ccccc4c3=O)c2)CC1 | 4
Cc1cc(CSc2ccccc2)ccc1NC(=O)c1ccc(Cl)c([N+](=O)[O-])c1 | -2
N#C/C(=C\c1ccc(F)cc1)c1n[nH]c(Cn2cncn2)n1 | -2
COc1ccc(NS(=O)(=O)c2ccc(NC(=S)NC(=O)C(C)C)cc2)cc1 | -4
Cc1ccc(C(C#N)c2ccc3c(C(F)(F)F)cc(C(F)(F)F)nc3n2)cc1 (centres undefined) | 3
O=C(CN1CC(=O)Oc2ccccc21)NCc1ccco1 | -7
CCN(CC)S(=O)(=O)c1cc(C(=O)OCC(=O)c2ccc3c(c2)NC(=O)CO3)ccc1F | 4
N#Cc1ccccc1OCCN1C(=O)c2ccccc2C1=O | 6
C=CCSc1nc(NC)c2sccc2n1 | -8
COc1ccccc1NS(=O)(=O)c1ccc(C(=O)OCC(=O)NCc2ccco2)cc1 | -3
CCOc1ccccc1C(=O)n1nc(C)cc1C | 1
Cc1ccc(C)c(Cn2nnc3c(=O)[nH]c(C4CCN(C(=O)c5cccs5)CC4)nc32)c1 | 17
O=C(OCC(=O)c1ccccc1Br)c1ccccn1 | -5
O=C(Nc1nnc(-c2ccccc2)s1)c1cccc(S(=O)(=O)N2CCOCC2)c1 | -3
COC(=O)c1ccc(NC(=O)COc2ccccc2OC)cc1 | 1
N/C(=N\OC(=O)Cc1ccccc1)c1ccccn1 | 2
Cc1nc(CS(=O)c2ccc(Cl)cc2)cc(N2CCOCC2)n1 (centres undefined) | -11
O=C1C2C3C=CC(C4CC34)C2C(=O)N1/N=C/c1ccc(-c2ccccc2[N+](=O)[O-])o1 (centres undefined) | 3
O=C(Nc1cccc(C(F)(F)F)c1)NC1CCN(S(=O)(=O)c2ccc(F)cc2)CC1 | 9
CC(C)C(=O)NS(=O)(=O)c1ccc(N)cc1 | -3

Screens: PubChem, Sanford-Burnham Center for Chemical Genomics

A portion of the library, so the mix of outcomes need not match the whole.
